Bioassay records (PubChem BioAssay)
Hck-Nef inh: blocks Nef-activated human Hck kinase | P08631 | Recombinant Hck-YEEI plus Nef, Z-Lyte FRET kinase assay | inhibition, % at 20 µM | 220,000 tested, 0.68% active;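 active = Hck-Nef kinase inhibition above about 50%, limit read from the data; inactive = inhibition below that limit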;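 note: 0% = DMSO with Hck plus Nef and 100% = Hck alone without Nef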
zVAD death inh: blocks zVAD induced death of L929 cells; L929 zVAD necroptosis rescue, ATP luminescence, 24 h; with zVAD 60 µM; viability rescue, % at 10 µM; 220,000 tested, 0.38% active;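 active = activation, scaled between plate controls, above about 75%, limit read from the data; inactive = activation under that limit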;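 note: 0% = zVAD with DMSO and 100% = DMSO alone without zVAD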
Tb hexokinase: T. brucei hexokinase 1 inhibition. recombinant TbHK1, G6PDH-coupled NADH A340. inhibition, % at 10 µM. 220,000 tested, 0.11% active;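 active = inhibition of 50% or more in the single-dose primary screen; inactive = inhibition below 50%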
Runt-CBFb FRET: inhibitors of human RUNX1 Runt domain binding to CBFb. Q01196+Q13951. Cerulean-Runt/Venus-CBFb FRET ratio 530/480, 1 h. inhibition, % at 20 µM. 220,000 tested, 0.46% active. AID 1496;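 active = inhibition over about 50% at 20 µM in the single-dose screen, limit read from the data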;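 note: 0% = DMSO wells and 100% = excess unlabeled CBFb competitor control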
Target sequence (Q01196 whole entry, looked up, the tested form may be a part): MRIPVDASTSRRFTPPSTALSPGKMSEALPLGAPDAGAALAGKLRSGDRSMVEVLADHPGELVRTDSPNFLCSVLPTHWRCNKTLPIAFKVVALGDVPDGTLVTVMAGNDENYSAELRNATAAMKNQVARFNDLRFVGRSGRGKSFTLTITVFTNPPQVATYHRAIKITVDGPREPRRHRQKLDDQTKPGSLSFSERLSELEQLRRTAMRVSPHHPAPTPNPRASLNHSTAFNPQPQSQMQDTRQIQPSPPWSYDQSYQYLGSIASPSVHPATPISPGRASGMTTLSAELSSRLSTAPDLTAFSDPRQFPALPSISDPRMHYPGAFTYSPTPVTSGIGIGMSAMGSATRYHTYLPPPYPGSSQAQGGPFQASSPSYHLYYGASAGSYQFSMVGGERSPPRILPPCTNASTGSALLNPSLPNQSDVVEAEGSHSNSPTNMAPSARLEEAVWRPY
Target sequence (Q13951 whole entry, looked up, the tested form may be a part): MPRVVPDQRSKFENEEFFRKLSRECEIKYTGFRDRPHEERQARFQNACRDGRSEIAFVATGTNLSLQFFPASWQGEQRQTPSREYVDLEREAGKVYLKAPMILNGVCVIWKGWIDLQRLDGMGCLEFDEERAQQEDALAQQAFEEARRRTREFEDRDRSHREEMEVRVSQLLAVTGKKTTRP
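test system = Cerulean-Runt domain fusion protein, energy donor | probe or stimulus = Venus-CBFb binding partner, 100 nM | incubation = two 1 h room-temperature incubations shielded from light | detection = fluorescence energy transfer, 422 nm excitation, 530/480 nm emission | measure = loss of energy transfer signal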
14-3-3 Bad PPI: disrupts binding of bovine 14-3-3 zeta to phospho-Bad peptide | P63103 | TR-FRET 14-3-3zeta/Dy647-pBad peptide displacement, 1 h | inhibition, % at 21.7 µM | 220,000 tested, 0.71% active | AID 781;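 active = inhibition above about 70%, limit read from the data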;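 note: 0% = full 14-3-3 plus peptide FRET controls and 100% = background without 14-3-3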
Target sequence (P63103 whole entry, looked up): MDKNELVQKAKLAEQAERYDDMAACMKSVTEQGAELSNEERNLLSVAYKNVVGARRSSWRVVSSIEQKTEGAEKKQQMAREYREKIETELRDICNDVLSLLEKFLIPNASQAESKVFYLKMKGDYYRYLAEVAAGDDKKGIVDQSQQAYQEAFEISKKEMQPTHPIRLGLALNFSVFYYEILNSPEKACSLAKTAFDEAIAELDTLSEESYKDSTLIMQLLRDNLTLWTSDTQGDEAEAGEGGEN
p47phox inh: blocks human p47phox regulatory protein of NADPH oxidases; p47phox/p22phox peptide binding, fluorescence polarization, 2 h; inhibition, % at 24.7 µM; 220,000 tested, 0.53% active; AID 1274;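 active = inhibition above about 30%, limit read from the data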;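 note: 0% = p47phox with labelled peptide and 100% = labelled peptide alone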
Runt-SMMHC FRET: Runt domain-CBFb-SMMHC interaction inhibition | Cerulean-Runt/Venus-CBFb-SMMHC FRET ratio 530/480, 1 h | inhibition, % at 20 µM | 220,000 tested, 0.74% active | AID 1434;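 active = mean inhibition across duplicate retests at 20 µM reaching about 50%, limit read from the data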;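 note: 0% = DMSO wells and 100% = wells with excess untagged CBFb-SMMHC; inhibitors lower the FRET ratio by blocking Runt binding to CBFb-SMMHC; some results filed as inactive read as strong as hits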
MDM2 E3 inh: blocks human Mdm2 ubiquitin ligase activity | 210,000 tested, 0.11% active | cell-based MDM2 ubiquitination luciferase reporter, 2 h; 0 = plate control, 100 = twice control, blank-subtracted | AID 1230 | Q00987 | signal enhancement, % at 5 µM;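 active = signal enhancement of 30% or more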;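 note: luminescence tracks abundance of the self-degrading MDM2-luciferase fusion protein; higher signal means inhibition of MDM2 E3 ligase activity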
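Material: stable MDM2–luciferase fusion reporter cells / Quantity: 2000 cells/well / Dosing: single 5 µM compound dose, 0.2% final DMSO / Buffer or medium: DMEM / Schedule: 4 h cell settling then 2 h compound exposure, 37 °C / Detection: luminescence with SteadyLite reagent, 15 min at room temperature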
EBV gp42 inh: EBV gp42 inhibition; Fluorescence polarization binding assay, mP read-out; 220,000 tested, 0.42% active; Q1HVG2; inhibition, % (tested at 21.74 µM); in the data active = inhibition above about 50%
Starred values were filed as active, the others as inactive; . = no result given; [ ] = dose if it differs, or a comment.

Structure	Hck-Nef inh	zVAD death inh	Tb hexokinase	Runt-CBFb FRET	14-3-3 Bad PPI	p47phox inh	Runt-SMMHC FRET	MDM2 E3 inh	EBV gp42 inh
N=C1SC(c2ccccc2)C(=O)N1c1ncc(Cc2ccccc2)s1 (centres undefined)	0	-0.3	29	-2	-4	-3	-7	2	7
Cn1cc(CN2CCN(Cc3ccccc3)C(CCO)C2)c(-c2ccccc2)n1 (centres undefined)	20	3.0	1	-1	-2	-2	2	0	-16
Cc1cc2ncn(C(=O)N3CCCCC3)c2cc1C	2	0.4	4	-3	-9	3	3	-8	2
O=C(/C=C/c1cccc([N+](=O)[O-])c1)Nc1cccc(NC(=O)c2cccs2)c1	2	30	-1	-2	-5	-14	-1	-3	-8
NC(=O)CNC(=O)[C@@H]1CC2(CC(c3cccc([N+](=O)[O-])c3)=NO2)CN1C(=O)c1ccccc1 (some centres undefined)	1	-0.2	4	.	1	-2	-1	-7	-6
NC(=O)c1ccccc1NC(=O)/C=C/c1ccc(Cl)cc1	2	0.5	1	1	0	-9	1	-23	-10
COc1cc(C(=O)NC(=S)Nc2nccs2)cc(OC)c1OC	-1	1.0	-5	1	-3	-11	1	-2	-5
CCOC(=O)c1nn(-c2ccccc2)c(-c2ccccc2)c1C(=O)c1ccccc1	-1	-0.1	-2	2	-8	-3	2	-16	-6

More compounds.
Structure	Hck-Nef inh	zVAD death inh	Tb hexokinase	Runt-CBFb FRET	14-3-3 Bad PPI	p47phox inh	Runt-SMMHC FRET	MDM2 E3 inh	EBV gp42 inh
O=C(CCCC(=O)N1CCN(c2ccccc2F)CC1)N1CCN(c2ccccc2F)CC1	2	1.4	-6	-2	2	-6	-3	17	-29
COc1cc(CCc2ccc3c(c2)OCO3)oc(=O)c1	12	0.6	-8	-1	2	10	1	-36	-30
Cc1cc(C)n(C(=O)c2cc(F)c(F)cc2C)n1	31	1.6	-1	0	-10	-15	-1	-21	1
COc1ccc(C(=O)n2cc(C(=O)c3cc(C)ccc3O)cn2)cc1OC	67*	0.9	-5	-2	2	-9	-6	1	1
CCc1c(C(=O)Nc2ccc(OC)c(Cl)c2)[nH]c(C)c1C(C)=O	-1	19	-7	1	5	-8	-2	-11	13
COCCCNC(=O)CS(=O)Cc1nc(-c2cccc(OC)c2)oc1C (centres undefined)	3	-0.3	-1	0	8	-7	0	4	-9
Cc1c(Cl)cccc1NC(=S)N(CCN(C)C)C(C)c1ccccn1 (centres undefined)	6	-1.6	4	0	-6	-7	2	-18	-21
Cc1cccc(C)c1NS(=O)(=O)c1c(C)[nH]c(=O)[nH]c1=O	7	2.3	5	-1	-1[fluorescence artefact?]	-4	2	-18	-4

Remaining list, next part:
Structure	Hck-Nef inh	zVAD death inh	Tb hexokinase	Runt-CBFb FRET	14-3-3 Bad PPI	p47phox inh	Runt-SMMHC FRET	MDM2 E3 inh	EBV gp42 inh
CCOC(=O)N1CCN(C2=CC(=O)OC23CCCCC3)CC1	2	0.4	31	2	-4	-5	-2	-27	-5
CC(=O)Nc1ccc(S(=O)(=O)NCCc2cc3c(C)ccc(C)c3[nH]c2=O)cc1	-4	1.8	-6	0	3	-5	0	-7	-18
CCCCn1c(=O)n(CC(=O)Nc2ccc(OC)c(Cl)c2)c(=O)c2c1nc(CO)n2CCC	3	-1.0	-12	2	-7	-5	-1	-19	3
CN(C)c1ccc(CNc2nc(-c3ccccc3)nn2S(C)(=O)=O)cc1	11	5.3	2	1	-7	-3	0	-3	6
O=C(Cc1noc2ccccc12)NNC(=S)Nc1ccccc1	14	0.8	-1	3	-15	-7	6	-19	-10
COc1ccc(C2NC(=O)NC3=C2CCc2ccccc23)cc1 (centres undefined)	3	1.4	-1	4	0[fluorescence artefact?]	-4	3	10	-1
COc1cc(/C=C2\SC(=O)N(CCNC(=O)c3cnc(C)cn3)C2=O)cc(OC)c1OC	3	0.9	-33	-6	-8[fluorescence artefact?]	-12	-4	.	-7
O=C(CS(=O)(=O)Cc1ccccc1)N1CCN(C(=O)c2ccco2)CC1	1	-0.8	2	-1	-10	0	2	-14	-4

(cont.)
SMILES | Hck-Nef inh | zVAD death inh | Tb hexokinase | Runt-CBFb FRET | 14-3-3 Bad PPI | p47phox inh | Runt-SMMHC FRET | MDM2 E3 inh | EBV gp42 inh
O=C(COc1cccc(C(F)(F)F)c1)Nc1ccc(S(=O)(=O)N2CCCC2)cc1 | 3 | 1.3 | 6 | -2 | 5 | -12 | -2 | 13 | -18
O=C1CCN(C(=O)Nc2cccc(Cl)c2)N1 | 0 | -0.1 | 2 | 3 | -9 | -18 | 2 | -5 | -1
Cc1ccc(NC(=O)c2ccc(N3C(=O)C4CC=C(Cl)CC4C3=O)cc2)cc1 (centres undefined) | 1 | 1.3 | -4 | 2 | -1[fluorescence artefact?] | -27 | -4 | -7 | -16
CC(C)CCN1C(=O)CCC1(C)C(=O)NC1CCCCCCC1 (centres undefined) | 2 | 0.4 | -4 | 1 | -4 | -2 | 0 | 12 | -11
O=C(CCc1ccccn1)N1CCCC(CNS(=O)(=O)c2cccs2)C1 (centres undefined) | 8 | 3.4 | 1 | -1 | -1 | -16 | 2 | 2 | -7
Cc1nnc(SCCc2ccccc2)[nH]c1=O | 0 | -0.4 | 2 | 2 | 11 | -13 | -3 | -7 | -13
COc1ccc(N(C)C(=O)c2cc3c(s2)-c2c(C)cccc2OC3)c(OC)c1 | 22 | 0.8 | -24 | 1 | -4 | -8 | 0 | . | -5
CCOC(=O)CNC(c1ccccc1)c1cc(Br)ccc1NC(=O)OCC (centres undefined) | 2 | 0.0 | -11 | -1 | 13 | -13 | 3 | -10 | -8

Some of these compounds in order of the EBV gp42 inh value, smallest number first:
SMILES	Hck-Nef inh	Tb hexokinase	Runt-CBFb FRET	14-3-3 Bad PPI	p47phox inh	Runt-SMMHC FRET	MDM2 E3 inh	EBV gp42 inh
Cc1c(Cl)cccc1NC(=S)N(CCN(C)C)C(C)c1ccccn1 (centres undefined)	6	4	0	-6	-7	2	-18	-21
CCOC(=O)CNC(c1ccccc1)c1cc(Br)ccc1NC(=O)OCC (centres undefined)	2	-11	-1	13	-13	3	-10	-8
CCOC(=O)c1nn(-c2ccccc2)c(-c2ccccc2)c1C(=O)c1ccccc1	-1	-2	2	-8	-3	2	-16	-6

No new results follow: entries from further up.
SMILES | Hck-Nef inh | zVAD death inh | Tb hexokinase | Runt-CBFb FRET | 14-3-3 Bad PPI | p47phox inh | Runt-SMMHC FRET | MDM2 E3 inh | EBV gp42 inh
CC(C)CCN1C(=O)CCC1(C)C(=O)NC1CCCCCCC1 (centres undefined) | 2 | 0.4 | -4 | 1 | -4 | -2 | 0 | 12 | -11
O=C(CCc1ccccn1)N1CCCC(CNS(=O)(=O)c2cccs2)C1 (centres undefined) | 8 | 3.4 | 1 | -1 | -1 | -16 | 2 | 2 | -7
Cc1nnc(SCCc2ccccc2)[nH]c1=O | 0 | -0.4 | 2 | 2 | 11 | -13 | -3 | -7 | -13
COc1ccc(N(C)C(=O)c2cc3c(s2)-c2c(C)cccc2OC3)c(OC)c1 | 22 | 0.8 | -24 | 1 | -4 | -8 | 0 | . | -5
CCOC(=O)CNC(c1ccccc1)c1cc(Br)ccc1NC(=O)OCC (centres undefined) | 2 | 0.0 | -11 | -1 | 13 | -13 | 3 | -10 | -8

Going on with the list:
SMILES | Hck-Nef inh | zVAD death inh | Tb hexokinase | Runt-CBFb FRET | 14-3-3 Bad PPI | p47phox inh | Runt-SMMHC FRET | MDM2 E3 inh | EBV gp42 inh
COc1cc(C(CCN2CCCCC2)c2c(OC)cc(OC)c3c(-c4ccccc4)cc(=O)oc23)cc(OC)c1OC (centres undefined) | 25 | 2.6 | -14 | -1 | -8 | 8 | 0 | -3 | -6
CCOc1ccc2nc(C)cc(Nc3ccc(N4CCOCC4)cc3)c2c1 | 0 | . | -11 | 0 | -8 | -2 | 2 | -14 | -3
COc1cc(OC)cc(C(=O)NC(C)c2cnn(-c3ccccc3C)c2C)c1 (centres undefined) | 20 | 6.4 | 0 | -2 | -9 | -13 | -3 | -8 | -6
O=C(O)C(Cc1ccccc1)N1C(=O)/C(=C/c2cccnc2)SC1=S (centres undefined) | -4 | 2.0 | -38 | 15 | 2 | -7 | -6 | -12 | -16
N#CC(C(=O)c1ccccc1)=C1SCCS1 | 14 | 1.0 | -41 | 2 | -19 | -9 | 3 | -6 | -10
CCOc1ccc(NC(=O)COC(=O)C23CC4CC(CC(C4)C2)C3)c([N+](=O)[O-])c1 | -2 | 0.4 | 0 | -3 | 5[fluorescence artefact?] | 0 | -2 | -4 | 6
Cc1ccc(-c2nc3ccccn3c2NC(=O)c2ccco2)cc1 | 8 | 0.1 | -8 | -1 | -6 | 1 | 4 | -11 | -6
Cc1ccsc1/C=N/Nc1ncnc2nc[nH]c12 | 76* | 64 | -52 | 2 | -10 | -28 | -5 | -1 | 1

Further structures
SMILES | Hck-Nef inh | zVAD death inh | Tb hexokinase | Runt-CBFb FRET | 14-3-3 Bad PPI | p47phox inh | Runt-SMMHC FRET | MDM2 E3 inh | EBV gp42 inh
CCOC(=O)c1cnc(SC2CC(=O)N(c3cccc(OC)c3)C2=O)nc1N (centres undefined) | 0 | 0.0 | -4 | 2 | 10[fluorescence artefact?] | 0 | 4 | -4 | -14
O=C(Oc1coc(CSc2ncccn2)cc1=O)c1cccc([N+](=O)[O-])c1 | 25 | 1.2 | -4 | 0 | -2 | 1 | 0 | -5 | -14
O=C(NC1CCS(=O)(=O)C1)c1cnccn1 (centres undefined) | 0 | -0.2 | -7 | -2 | 10[fluorescence artefact?] | -6 | 3 | 3 | -21
CCN(CC)C(=S)SCC(=O)Nc1ccc(F)cc1 | -1 | 1.4 | 6 | -1 | -2 | -3 | 0 | 0 | 10
c1coc(-c2nc3c4c5c(sc4ncn3n2)CCCC5)c1 | 0 | 2.1 | -19 | 8 | 5 | 2 | 2 | -28 | -22
N#C/C=C\Oc1ccc(Cl)cc1N | 2 | 1.7 | 5 | 11 | -4 | 0 | 2 | -11 | -14
CC(/C=C/c1ccccc1F)=N\NC(=O)c1ccc(Cl)cc1 | 15 | 17 | -14 | 1 | -12 | -10 | -5 | -9 | -22
CCOC(=O)N1CCN(C(=O)C(NC(=O)C2CCC(C)CC2)C(C)C)CC1 (centres undefined) | -1 | 3.7 | 0 | -4 | 16 | -13 | 0 | -13 | -22
CSc1ccccc1NC(=O)CN(c1cc(C)cc(C)c1)S(C)(=O)=O | 1 | -0.2 | -5 | -1 | 4 | -10 | -7 | 6 | -7
O=C(Nc1ccc2nc(-c3ccccc3)[nH]c2c1)c1cccs1 | -2 | 15 | -33 | 0 | -10 | -18 | -1 | -18 | -12
CCOC(=O)C(NC(C)=O)C(=O)O (centres undefined) | -1 | 0.0 | -4 | -1 | 21[fluorescence artefact?] | -9 | -3 | -3 | -19
